ERAP1 HTS inh: blocks human ERAP1 aminopeptidase activity; recombinant ERAP1, Leu-AMC fluorescence, 60 min; inhibition, % at 10.7 µM; actives 0.15% (n = 340,000);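 active = mean replicate inhibition of at least 30%, or all replicates individually reaching that 30% level; inactive = mean below 30% and not every replicate reaching it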;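 also: 0% = neutral control wells and 100% = L-leucinethiol positive control wells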
Target sequence (Q9NZ08 whole entry, looked up): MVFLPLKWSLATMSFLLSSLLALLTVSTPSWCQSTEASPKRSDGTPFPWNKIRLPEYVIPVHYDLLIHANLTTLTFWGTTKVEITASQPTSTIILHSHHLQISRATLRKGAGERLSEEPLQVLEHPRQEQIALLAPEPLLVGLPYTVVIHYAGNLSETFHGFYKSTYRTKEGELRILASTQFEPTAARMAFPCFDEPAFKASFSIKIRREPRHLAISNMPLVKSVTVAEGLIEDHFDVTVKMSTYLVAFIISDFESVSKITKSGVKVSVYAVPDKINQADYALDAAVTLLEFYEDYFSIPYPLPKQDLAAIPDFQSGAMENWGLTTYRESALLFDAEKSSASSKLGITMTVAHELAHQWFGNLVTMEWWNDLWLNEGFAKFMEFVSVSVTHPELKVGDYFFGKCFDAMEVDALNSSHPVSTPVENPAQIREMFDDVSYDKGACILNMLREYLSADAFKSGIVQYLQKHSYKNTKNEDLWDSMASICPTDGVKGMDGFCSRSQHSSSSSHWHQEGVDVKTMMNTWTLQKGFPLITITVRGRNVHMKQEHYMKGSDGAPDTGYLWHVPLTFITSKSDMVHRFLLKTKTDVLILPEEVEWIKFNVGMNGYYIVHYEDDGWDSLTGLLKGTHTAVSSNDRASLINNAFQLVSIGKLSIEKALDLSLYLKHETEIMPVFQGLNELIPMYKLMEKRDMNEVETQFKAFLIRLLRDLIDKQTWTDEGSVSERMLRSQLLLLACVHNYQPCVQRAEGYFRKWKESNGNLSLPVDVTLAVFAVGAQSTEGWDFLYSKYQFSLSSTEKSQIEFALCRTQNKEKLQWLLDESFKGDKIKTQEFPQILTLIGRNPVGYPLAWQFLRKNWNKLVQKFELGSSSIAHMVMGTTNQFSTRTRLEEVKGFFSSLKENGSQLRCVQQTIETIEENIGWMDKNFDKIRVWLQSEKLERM
S100A4 MyoIIA: inhibitors of human S100A4 binding to myosin IIA peptide; P26447; S100A4/TAMRA-MyoIIA peptide fluorescence polarization; inhibition, % at 10.7 µM; actives 0.14% (n = 360,000); AID 652163;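 active = mean inhibition of at least 70% across replicates, with every replicate also reaching that level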
Target sequence (P26447 whole entry, looked up): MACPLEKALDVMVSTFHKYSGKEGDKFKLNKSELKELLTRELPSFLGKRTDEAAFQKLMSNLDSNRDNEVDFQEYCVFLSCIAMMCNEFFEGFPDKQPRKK
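System – human S100A4 monomer protein, biochemical binding assay · Buffer or medium – Calcium-containing HEPES buffer, pH 7.2 · Timing – 5 min between mix addition and reading · Also added – TAMRA-labelled myosin IIA heavy-chain peptide probe, 5 nM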
EWS-Fli inh: blocks EWS/Fli oncoprotein-driven transcription | actives 0.67% (n = 350,000) | inhibition, % at 12.6 µM | A673 NR0B1-luciferase reporter, viability-normalised;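 active = mean inhibition of at least 50% after viability correction, with every replicate also passing that limit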;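 also: firefly luciferase signal divided by Alamar Blue viability fluorescence both relative to DMSO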
PglD DTNB: PglD (C. jejuni) enzyme inhibition; purified PglD enzyme, DTNB colorimetric CoA detection; inhibition, % at 12.5 µM; actives 0.098% (n = 360,000); in the data active = inhibition above about 16%, passing the limit was not always enough; also: strong numbers were not always called active
PGC1a acetyl inh: PGC1a acetylation modulation, inhibitor mode; actives 0.17% (n = 350,000); U2OS PGC1a acetylation, AlphaScreen anti-acetyl-lysine; with virally co-expressed GCN5 acetyltransferase; inhibition, % at 15.6 µM;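 active = every replicate shows inhibition of at least 40%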;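 also: 0% = neutral control wells and 100% = positive control wells; some results beyond the cut were filed as inactive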
LGR2 inh: Drosophila LGR2 receptor signaling inhibition | HEK293 LGR2, CRE-luciferase, bursicon-stimulated, 4 h | inhibition, % at 9.99 µM | actives 0.35% (n = 380,000);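 active = drop in luminescence signal, shown as inhibition above about 50% in the replicate tests, limit read from the data, passing the limit was not always enough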;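 also: agonist challenge used bursicon conditioned medium at about half maximal strength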
FN deposition inh: fibronectin deposition inhibition. AH1F fibroblasts, Alexa488-fibronectin deposition fluorescence, overnight. inhibition, % at 12.6 µM. actives 0.086% (n = 350,000);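 active = mean inhibition across replicates of 30% or more, regardless of how many single replicates reach that level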;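 also: positive control wells lacked labelled fibronectin entirely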
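Material: AH1F fibroblast monolayer depositing Alexa488-labelled fibronectin into matrix / Amount: 10000 AH1F cells per well / Signal: fluorescence 485/525 nm / Medium: DMEM, 2% serum / Compound: single dose, pinned / Incubation: 1 h cell adhesion before compound, then overnight fibronectin incubation / Reagent: Alexa488-FN, 24 nM final / Read-out: inhibition of fibronectin deposition signal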
PAX8 reporter: lowers PAX8-driven luciferase in RMG-I cells | AID 652154 | RMG-I TPO-luciferase reporter, SteadyGlo, 24 h | actives 1.2% (n = 360,000) | inhibition, % at 12.6 µM;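 active = mean replicate inhibition at least 60% with every replicate also reaching 60%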;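 also: luciferase light reporting Pax8 driven TPO promoter activity; plate controls were median of neutral control wells for no effect and mitoxantrone controls for full effect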
* hit, by the source's call. Compounds were not picked by outcome; 2.1% or so of the library scored in one or more.

`C[C@@H]1CCCCO[C@@H](CN(C)S(=O)(=O)c2ccc(F)cc2)[C@H](C)CN([C@@H](C)CO)C(=O)c2cc(N(C)C)ccc2O1` gave ERAP1 HTS inh -1, S100A4 MyoIIA 0, EWS-Fli inh 16, PglD DTNB -2, PGC1a acetyl inh -9, LGR2 inh 7, FN deposition inh 1 and PAX8 reporter 29.
For COc1ccc(/C=N/Nc2nc(Nc3ccccc3)nc(N3CCCC3)n2)cc1[N+](=O)[O-] the results were ERAP1 HTS inh -1, S100A4 MyoIIA -1, EWS-Fli inh 48, PglD DTNB 2, PGC1a acetyl inh -3, LGR2 inh -13, FN deposition inh 1 and PAX8 reporter 22.
For Cc1ccc(-n2c(SCC(=O)NNC(=S)Nc3ccccc3)nc3ccccc3c2=O)cc1 the results were PglD DTNB 0, PGC1a acetyl inh -8, LGR2 inh -15, FN deposition inh -3 and PAX8 reporter 25.
`CN(C)S(=O)(=O)c1cc(NC(=O)COC(=O)Cc2cccc3ccccc23)ccc1Cl` gave ERAP1 HTS inh 1, S100A4 MyoIIA 6, EWS-Fli inh -6, LGR2 inh 8, FN deposition inh 3 and PAX8 reporter 23.
Screening Cc1sc(NC(=O)CSc2nc(N)n(CC(=O)c3ccccc3)n2)c(C#N)c1C returned ERAP1 HTS inh 3, S100A4 MyoIIA 4, EWS-Fli inh -1, PglD DTNB -4, PGC1a acetyl inh -7 and LGR2 inh -10.
Screening O=C(O)C(Cc1c[nH]c2ccccc12)N1CCS(=O)(=O)CC1 (centres undefined) returned ERAP1 HTS inh 1, S100A4 MyoIIA 11, EWS-Fli inh 19, FN deposition inh -16 and PAX8 reporter 20.
For O=c1c2cn[nH]c2nc(SCc2c(F)cccc2F)n1-c1ccc(Cl)cc1 the results were ERAP1 HTS inh -2, S100A4 MyoIIA 4, EWS-Fli inh 6, PGC1a acetyl inh -25, LGR2 inh -11, FN deposition inh -8 and PAX8 reporter 26.
`Cc1ccc2nc(-c3cccnc3)c(Nc3ccccc3C)n2c1` gave S100A4 MyoIIA 3, EWS-Fli inh 5, PglD DTNB -2, PGC1a acetyl inh 4, LGR2 inh -9, FN deposition inh 7 and PAX8 reporter -8.
CCOC(=O)c1c(NCc2ccccc2)n[nH]c1C was read as ERAP1 HTS inh 4, S100A4 MyoIIA 2, EWS-Fli inh -4, PglD DTNB -1, PGC1a acetyl inh -4, FN deposition inh 3 and PAX8 reporter 3.
Screening Cn1c(N)c(C(=O)COC(=O)CC(NC(N)=O)c2ccc(Cl)cc2)c(=O)n(C)c1=O (centres undefined) returned ERAP1 HTS inh -1, S100A4 MyoIIA -32, EWS-Fli inh -2, LGR2 inh -21, FN deposition inh 0 and PAX8 reporter -1.
O=C(Cn1ncc2c3ccccc3n(Cc3ccccc3F)c2c1=O)NCC1CCCO1 (centres undefined) was read as ERAP1 HTS inh 2, S100A4 MyoIIA -2, PglD DTNB 5, PGC1a acetyl inh -7, LGR2 inh -4, FN deposition inh -11 and PAX8 reporter 10.
`O=C(O)c1cccc(S(=O)(=O)N2CCOCC2)c1` gave ERAP1 HTS inh 0, S100A4 MyoIIA -2, EWS-Fli inh 0, PglD DTNB -5, PGC1a acetyl inh 4 and LGR2 inh -2.
For COc1ccc(NC(=O)Nc2ccc3c(c2)C(=O)N([C@@H](C)CO)C[C@H](C)[C@H](CN(C)Cc2ccc(C(F)(F)F)cc2)OCCCC[C@H](C)O3)cc1 the results were ERAP1 HTS inh -3, S100A4 MyoIIA -7, EWS-Fli inh 7, PglD DTNB -4, PGC1a acetyl inh 19, LGR2 inh 13, FN deposition inh -7 and PAX8 reporter 72*.
`CN(C)C(=O)c1ccc(-c2ccc3c(c2)[C@@H]2[C@@H](CCN2C(=O)C2CCCC2)[C@H](CO)N3C)cc1` gave ERAP1 HTS inh 0, S100A4 MyoIIA 6, EWS-Fli inh 3, LGR2 inh -6, FN deposition inh 5 and PAX8 reporter -10.
Screening COCc1cn(-c2nc3ccccc3s2)nn1 returned ERAP1 HTS inh 0, S100A4 MyoIIA -4, EWS-Fli inh -47, LGR2 inh -41, FN deposition inh -17 and PAX8 reporter -42.
For C[C@H]1CCCCO[C@H](CN(C)S(C)(=O)=O)[C@@H](C)CN([C@@H](C)CO)C(=O)c2cc(NS(=O)(=O)c3cn(C)cn3)ccc2O1 the results were ERAP1 HTS inh -2, S100A4 MyoIIA 16, EWS-Fli inh 0, PglD DTNB 0, PGC1a acetyl inh 8 and LGR2 inh 14.
`COc1ccc(S(=O)(=O)Nc2ccc3c(c2)C(=O)N([C@@H](C)CO)C[C@H](C)[C@H](CN(C)C(=O)NC(C)C)O3)cc1` gave ERAP1 HTS inh 7, S100A4 MyoIIA 26, EWS-Fli inh -22, PglD DTNB 1, PGC1a acetyl inh 0 and LGR2 inh 1.
CO[C@@H]1CN(C)C(=O)c2cc(NS(C)(=O)=O)ccc2OC[C@H](C)N(C(=O)C2CC2)C[C@H]1C was read as ERAP1 HTS inh 0, S100A4 MyoIIA 1, EWS-Fli inh 6, PglD DTNB 0, PGC1a acetyl inh 4, LGR2 inh -10, FN deposition inh 6 and PAX8 reporter -11.
CC(=O)N(C)C[C@@H]1Oc2ncc(-c3cccc(C#N)c3)cc2C(=O)N([C@@H](C)CO)C[C@H]1C was read as ERAP1 HTS inh 2, S100A4 MyoIIA -9, EWS-Fli inh -10, PglD DTNB -3, PGC1a acetyl inh 2, LGR2 inh -6, FN deposition inh 0 and PAX8 reporter -4.
For COC(=O)CN1C(=O)C(O)(CC(=O)c2ccc(Cl)cc2)c2ccccc21 (centres undefined) the results were S100A4 MyoIIA 2, EWS-Fli inh 36, PglD DTNB -1, PGC1a acetyl inh -9, LGR2 inh 3, FN deposition inh -7 and PAX8 reporter -3.

Brought forward from above: 3 entries, then new ones.
CO[C@@H]1CN(C)C(=O)c2cc(NS(C)(=O)=O)ccc2OC[C@H](C)N(C(=O)C2CC2)C[C@H]1C was read as ERAP1 HTS inh 0, S100A4 MyoIIA 1, EWS-Fli inh 6, PglD DTNB 0, PGC1a acetyl inh 4, LGR2 inh -10, FN deposition inh 6 and PAX8 reporter -11.
CC(=O)N(C)C[C@@H]1Oc2ncc(-c3cccc(C#N)c3)cc2C(=O)N([C@@H](C)CO)C[C@H]1C was read as ERAP1 HTS inh 2, S100A4 MyoIIA -9, EWS-Fli inh -10, PglD DTNB -3, PGC1a acetyl inh 2, LGR2 inh -6, FN deposition inh 0 and PAX8 reporter -4.
For COC(=O)CN1C(=O)C(O)(CC(=O)c2ccc(Cl)cc2)c2ccccc21 (centres undefined) the results were S100A4 MyoIIA 2, EWS-Fli inh 36, PglD DTNB -1, PGC1a acetyl inh -9, LGR2 inh 3, FN deposition inh -7 and PAX8 reporter -3.
O=C(CSc1ccc2nnc(-c3ccccc3)n2n1)N1CCCc2ccccc21 was read as PglD DTNB -3, PGC1a acetyl inh -8, LGR2 inh 15, FN deposition inh -5 and PAX8 reporter 51.
For CCOC(=O)N1CCN(C(=O)CSc2ccc(-c3ccccc3OC)nn2)CC1 the results were ERAP1 HTS inh -4, S100A4 MyoIIA -3, EWS-Fli inh 0, PGC1a acetyl inh 1, LGR2 inh 10, FN deposition inh -2 and PAX8 reporter 8.
`O=C(CSc1nnc(-c2ccncc2)s1)Nc1ccc(Cl)c(C(=O)O)c1` gave ERAP1 HTS inh -19, S100A4 MyoIIA -2, EWS-Fli inh 5, PglD DTNB 1, PGC1a acetyl inh 10, LGR2 inh 10, FN deposition inh 2 and PAX8 reporter 6.
Cc1ccc(C(=O)NC(=S)NCc2cccnc2)cc1C was read as ERAP1 HTS inh 4, S100A4 MyoIIA -2, EWS-Fli inh -12, PGC1a acetyl inh 3, LGR2 inh 5, FN deposition inh -11 and PAX8 reporter -3.
Cc1cccc(CN2CCN(C3CN(Cc4cn(Cc5ccc(Cl)cc5)nn4)S(=O)(=O)C3)CC2)c1 (centres undefined) was read as S100A4 MyoIIA -2, EWS-Fli inh 3, LGR2 inh -7, FN deposition inh -8 and PAX8 reporter -11.
Screening Cn1nnc2cc(C(=O)N3CCSCC3)ccc21 returned PglD DTNB 3, PGC1a acetyl inh -1, FN deposition inh 1 and PAX8 reporter -4.
Screening O=C(NCc1ccc(F)cc1)[C@H]1[C@H](CO)[C@H]2Cn3c(cccc3=O)[C@@H]1N2CC1CC1 returned ERAP1 HTS inh -4, S100A4 MyoIIA 9, EWS-Fli inh 1, PglD DTNB 0 and LGR2 inh -7.
O=C(N[C@@H]1CC[C@H](CCNS(=O)(=O)c2ccc(F)cc2)O[C@H]1CO)C1CC1 was read as ERAP1 HTS inh 0, S100A4 MyoIIA 3, EWS-Fli inh 2, PglD DTNB -3, PGC1a acetyl inh -4, LGR2 inh -7, FN deposition inh -15 and PAX8 reporter -5.
C[C@@H]1CN([C@@H](C)CO)C(=O)c2cccc(NS(=O)(=O)c3ccccc3)c2O[C@H]1CN(C)CC1CCCCC1 was read as ERAP1 HTS inh 2, S100A4 MyoIIA 6, EWS-Fli inh -4, PglD DTNB 1, LGR2 inh 16 and PAX8 reporter 9.
For O=C(Nc1ccc(F)cc1F)c1csc(-c2ccccc2)n1 the results were ERAP1 HTS inh -4, S100A4 MyoIIA -1, EWS-Fli inh -18, PGC1a acetyl inh -8, LGR2 inh -52, FN deposition inh 3 and PAX8 reporter -14.
For CCCc1cc(=O)oc2cc(OC(C)C(=O)NCCCn3ccnc3)ccc12 (centres undefined) the results were ERAP1 HTS inh -1, S100A4 MyoIIA -2, EWS-Fli inh 4, PglD DTNB 0, PGC1a acetyl inh -12, LGR2 inh 20, FN deposition inh -1 and PAX8 reporter 3.
Screening COc1ccc(-c2[nH]n(-c3ccc([N+](=O)[O-])cc3)c(=O)c2C=NCC2CCCO2)cc1 (centres undefined) returned ERAP1 HTS inh 1, S100A4 MyoIIA -2, EWS-Fli inh 6, PGC1a acetyl inh 2, LGR2 inh 17, FN deposition inh 3 and PAX8 reporter 2.
`C[C@H]1CN([C@@H](C)CO)C(=O)c2cc(NC(=O)C3CC3)ccc2O[C@@H]1CN(C)Cc1ccc2c(c1)OCO2` gave ERAP1 HTS inh 0, S100A4 MyoIIA -6, EWS-Fli inh -11, PglD DTNB 1, PGC1a acetyl inh -3, LGR2 inh 4 and PAX8 reporter -3.
O=C(C[C@H]1C=C[C@H](NC(=O)C2CCOCC2)[C@H](CO)O1)NCC1CCCCC1 was read as ERAP1 HTS inh 1, S100A4 MyoIIA 7, EWS-Fli inh 2, PglD DTNB 1, PGC1a acetyl inh -13, LGR2 inh -12 and FN deposition inh 8.
For O=C(Cc1csc(N2CCOCC2)n1)N/N=C/c1ccc(O)c(O)c1O the results were ERAP1 HTS inh 4, S100A4 MyoIIA -4, EWS-Fli inh -37, PglD DTNB 0, PGC1a acetyl inh -2, LGR2 inh 3, FN deposition inh -6 and PAX8 reporter 10.
Screening COc1ccc(CN2CCC(=O)N([C@H](CO)Cc3ccccc3)CC2)cc1 returned ERAP1 HTS inh -5, S100A4 MyoIIA 0, EWS-Fli inh -8, PglD DTNB 2, PGC1a acetyl inh 1, LGR2 inh 2, FN deposition inh 4 and PAX8 reporter -1.

Ordered by formula weight (smallest number first): some entries from above.
Screening Cn1nnc2cc(C(=O)N3CCSCC3)ccc21 returned PglD DTNB 3, PGC1a acetyl inh -1, FN deposition inh 1 and PAX8 reporter -4.
For CCCc1cc(=O)oc2cc(OC(C)C(=O)NCCCn3ccnc3)ccc12 (centres undefined) the results were ERAP1 HTS inh -1, S100A4 MyoIIA -2, EWS-Fli inh 4, PglD DTNB 0, PGC1a acetyl inh -12, LGR2 inh 20, FN deposition inh -1 and PAX8 reporter 3.
`CN(C)C(=O)c1ccc(-c2ccc3c(c2)[C@@H]2[C@@H](CCN2C(=O)C2CCCC2)[C@H](CO)N3C)cc1` gave ERAP1 HTS inh 0, S100A4 MyoIIA 6, EWS-Fli inh 3, LGR2 inh -6, FN deposition inh 5 and PAX8 reporter -10.

High-throughput results deposited in PubChem by Broad Institute.
